A3A deaminase: human APOBEC3A DNA deaminase inhibition; P31941; recombinant A3A, FAM/TAMRA ssDNA deamination fluorescence; inhibition, % at 20 µM; 0.41% of 330,000 active;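 active = at least 40% inhibition at 20 µM here, with at most 30% in a related deaminase screen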;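 also: plate controls were A3A with DMSO for no effect and wells lacking A3A enzyme for full effect; some results filed as inactive read as strong as hits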
Target sequence (P31941 whole entry, looked up): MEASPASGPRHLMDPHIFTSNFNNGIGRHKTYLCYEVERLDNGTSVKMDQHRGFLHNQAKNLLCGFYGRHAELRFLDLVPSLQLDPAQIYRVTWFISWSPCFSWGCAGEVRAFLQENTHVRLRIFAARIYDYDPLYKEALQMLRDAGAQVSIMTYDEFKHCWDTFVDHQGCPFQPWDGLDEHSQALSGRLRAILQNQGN
GRIN3A LBD mod: modulators (binders) of human NR3A ligand-binding domain; NR3A LBD differential scanning fluorimetry, Tm shift; 0% = protein alone, 100% = glycine-bound protein; Tm shift relative to glycine control, % at 25 µM; 2.5% of 340,000 active;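 active = melting temperature shift of at least 10% of the positive control shift, at one fixed dose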
EBI2 antag: blocks human EBI2 receptor beta-arrestin signaling. EBI2 beta-arrestin recruitment, luminescence, 7a,25-OHC stimulated. inhibition, % at 5 µM. 0.81% of 360,000 active; in the data active = inhibition above about 38%;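 also: enzyme fragment complementation signal reports receptor beta-arrestin coupling in cells; 0% = agonist plus DMSO wells and 100% = wells without agonist; some results beyond the cut were filed as inactive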
Target sequence (P32249 whole entry, looked up, the tested form may be a part): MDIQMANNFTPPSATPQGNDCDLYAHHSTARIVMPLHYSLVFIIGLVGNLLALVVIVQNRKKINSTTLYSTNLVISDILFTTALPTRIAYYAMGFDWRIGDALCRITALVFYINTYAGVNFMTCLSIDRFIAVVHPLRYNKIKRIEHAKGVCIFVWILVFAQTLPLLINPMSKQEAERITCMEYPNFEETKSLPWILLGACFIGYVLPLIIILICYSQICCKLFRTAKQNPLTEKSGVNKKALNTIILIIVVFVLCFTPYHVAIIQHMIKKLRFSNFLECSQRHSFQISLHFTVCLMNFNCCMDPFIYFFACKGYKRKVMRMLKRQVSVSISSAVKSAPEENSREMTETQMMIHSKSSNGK
A3G deaminase: APOBEC3G (human) deaminase inhibition; Q9HC16; recombinant A3G, ssDNA deamination FAM/TAMRA fluorescence; inhibition, % at 20 µM; 0.28% of 330,000 active; AID 493012;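 active = inhibition of at least 40% at 20 µM, with no more than 30% in the related APOBEC3A deaminase screen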;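 also: plate controls were DMSO wells with A3G for no effect and wells lacking A3G enzyme for full effect; some compounds called inactive have numbers as strong as hits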
CCR6 antag: antagonists of human CCR6 receptor; P51684; CHO-K1 CCR6 PathHunter beta-arrestin, luminescence, CCL20-stimulated; inhibition, % at 20 µM; 0.49% of 340,000 active;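 active = compounds whose inhibition of the agonist-driven luminescence signal at 20 µM reaches about 50%, limit read from the data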;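 also: cells stimulated with CCL20 at 14 nM final; plate controls were DMSO with CCL20 for no effect and DMSO without agonist for full effect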
Target sequence (P51684 whole entry, looked up): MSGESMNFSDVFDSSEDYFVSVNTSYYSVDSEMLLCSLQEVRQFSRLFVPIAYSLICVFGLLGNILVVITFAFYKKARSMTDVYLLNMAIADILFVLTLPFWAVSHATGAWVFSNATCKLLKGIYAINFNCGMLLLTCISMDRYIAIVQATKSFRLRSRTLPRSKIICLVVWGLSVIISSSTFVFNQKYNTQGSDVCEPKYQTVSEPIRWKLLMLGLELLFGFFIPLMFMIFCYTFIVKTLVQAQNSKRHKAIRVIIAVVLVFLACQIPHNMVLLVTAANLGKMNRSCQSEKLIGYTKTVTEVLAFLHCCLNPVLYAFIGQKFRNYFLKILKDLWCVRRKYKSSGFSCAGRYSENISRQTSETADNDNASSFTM
MPTP inh: blocks calcium-induced mitochondrial swelling | inhibition, % at 10 µM | 1.4% of 360,000 active | isolated mouse mitochondria, Ca2+ swelling absorbance, 30 min;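 active = inhibition of 50% or more, scaled per plate between neutral and stimulator controls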;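 also: 0% = DMSO wells given calcium and 100% = 1 mM EGTA wells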
CXCR6 inh: inhibitors of human CXCR6 receptor; O00574; CHO-K1 PathHunter CXCR6 beta-arrestin, luminescence; inhibition, % at 20 µM; 0.36% of 360,000 active; AID 602244; in the data active = inhibition above about 34%, passing the limit was not always enough;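 also: antagonist mode with CXCL16 agonist at 10 nM final; 0% = 10 nM CXCL16 with DMSO and 100% = unstimulated wells without agonist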
Gli-Sufu antag: blocks Gli-Sufu signaling in a luciferase reporter | Sufu-KO-LIGHT fibroblasts, Gli luciferase reporter luminescence | inhibition, % at 5 µM | 0.74% of 340,000 active;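 active = inhibition above about 55%, limit read from the data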;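 also: 0% = DMSO-treated cells and 100% = wells with medium but no cells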
An asterisk follows results filed as active; / = no result given.

Results follow in this order: MPTP inh	GRIN3A LBD mod	CXCR6 inh	CCR6 antag	EBI2 antag	Gli-Sufu antag	A3G deaminase	A3A deaminase
> CCOc1ncccc1C(=O)Nc1c(C)n(C)n(-c2ccccc2)c1=O
 : -0.5	0	9	3	2	1	-10	-2
> COc1ccc(C(O)C(CC(=O)NCCCOC(C)C)C(=O)NCCCOC(C)C)cc1OC (centres undefined)
 : 0.0	1	6	11	-19	-9	2	3
> CC1CCC(NC(=O)CN2C(=O)c3ccccc3S2(=O)=O)CC1 (centres undefined)
 : -0.4	2	0	12	2	2	-7	-1
> Cc1ccc(NC(=O)CSc2nnc(-c3ccccn3)n2N)cc1F
 : 1.4	2	6	6	-23	1	-9	-3
> CSC1=NCCN1C(=O)Cc1ccc(F)cc1
 : -0.3	0	5	-7	-3	11	-4	-3
> Cc1ccccc1C(=O)N1CCN(c2ncccn2)CC1
 : -1.1	2	-5	4	-9	-2	-1	-4
> O=C(CNC(=O)c1cccs1)c1ccc(Br)cc1
 : -1.2	1	-5	4	-5	4	-6	-1
> C[C@@H](O)c1nc2ccccc2n1N
 : 15	-4	-6	0	-8	-1	-2	-4
> Cc1ccc(CNC(=O)CCNS(=O)(=O)c2cccc3nsnc23)cc1
 : -1.7	-1	0	12	-5	-4	-9	-1
> CN(Cc1ccccc1)C(=O)COC(=O)/C=C/c1ccco1
 : 0.5	0	1	-1	-6	4	8	35
> CCCN(CC(=O)Nc1ccccc1C)C(=O)CCl
 : -0.6	0	1	-1	-13	-1	-7	-2
> NC(=O)c1nsc(C(=O)N(Cc2ccccc2F)C(C(=O)NCC2CCCO2)c2ccc(F)cc2)c1N (centres undefined)
 : -0.8	-1	-12	14	8	-10	-2	3
> COc1ccc(NC(=O)c2ccc(C#CC(C)(C)O)cc2)cc1
 : 0.8	-8	2	0	12	-4	-8	0
> Cc1cc2c3c(c1)C1(C(=O)N3C(C)(C)CC2C)C(C#N)=C(N)Oc2cc(O)ccc21 (centres undefined)
 : -1.7	-15	8	13	-3	7	-2	-2
> CCCCCN(C(=O)CCCSc1nncs1)c1c(N)n(CCCC)c(=O)[nH]c1=O
 : -1.1	0	-4	4	3	-1	-6	1
> CC(=O)c1cccc(Nc2nc(-c3sc(N)nc3C)cs2)c1
 : 3.6	-2	-7	1	-4	-6	-6	-6
> Cc1ccc2c(c1)/C(=N/OS(=O)(=O)c1ccccc1)CCS2
 : 2.0	3	-14	4	-16	11	-5	-1
> CCCCN1C(=O)Nc2ccccc2S1(=O)=O
 : -0.6	-3	6	4	3	-5	-10	3
> Cc1ccccc1NC(=O)C1C2CCCCC21 (centres undefined)
 : -0.1	1	4	2	8	31	0	0
> Cn1nnnc1Sc1ncnc2scc(-c3ccccc3)c12
 : -1.7	-2	1	2	-10	32	-1	-1
> Cc1ccc(C)c(NC(=O)c2ccc3ccccc3n2)c1
 : -1.6	-1	-5	-1	8	-74	-4	-3
> CCC(C)NC(=O)CC(NS(=O)(=O)c1ccc(NC(C)=O)cc1)C(C)C (centres undefined)
 : 1.3	0	-1	6	-3	0	1	-3
> CCN(C(=O)COC(=O)c1ccc(OC)c(S(=O)(=O)N(C)Cc2ccccc2)c1)C1CCS(=O)(=O)C1 (centres undefined)
 : -0.3	-1	-3	-2	5	-9	-6	1
> Cn1c(=O)n(C)c2cc(NC(=O)c3cccc([N+](=O)[O-])c3)c(Br)cc21
 : -0.3	0	-3	12	-1	-14	-11	-2
> CCC1=NC(c2ccc(OC)cc2)N(O)C1(C)C (centres undefined)
 : -1.5	0	10	44	0	5	-1	-2
> CCCn1c(NCc2ccco2)nc2c1c(=O)n(C)c(=O)n2C
 : 0.4	-5	-7	-4	-2	6	9	17
> CN(C)CCNC(=O)c1cc2cc(Br)ccc2oc1=O
 : -0.9	0	-7	-3	3	-3	-6	1
> O=C(N/N=C/c1cccc(O)c1)c1ccccc1O
 : 1.7	8	3	4	-4	-11	-2	3
> COc1cc(Nc2nnc(C)s2)c(Cl)cc1Cl
 : -4.8	0	4	5	-12	-3	2	4
> CCCOC1CCCN(Cc2nc(-c3cnccn3)no2)C1 (centres undefined)
 : -1.2	-1	-3	13	-5	-19	-2	3
> O=C(CNC(=O)c1ccccc1Cl)NC1CCN(Cc2ccccc2)CC1
 : 0.0	1	5	16	-7	14	-8	-1
> O=C(NCc1cccnc1)/C(=C/c1ccc(-c2cccc(C(F)(F)F)c2)o1)NC(=O)c1ccccc1
 : 6.6	-1	-4	-4	-10	-6	-4	-1
> CCCCn1c(N)c(N(CCOC)C(=O)c2ccc(-c3ccc(Cl)cc3)o2)c(=O)[nH]c1=O
 : -0.3	4	-4	7	3	-16	14	8
> O=S(=O)(CCSc1nc2ccccc2o1)c1nc2ccccc2s1
 : 4.9	-2	6	2	-19	7	-5	-1
> COc1cccc(NC(C)=[N+](C)CCNS(=O)(=O)c2ccc(Cl)cc2)c1
 : 1.5	-3	-3	2	2	7	28	52*
> CC(C)CC(=O)Nc1ccnn1C1CCN(C(=O)c2ccc(F)cc2Cl)CC1
 : -0.6	2	-5	6	9	-3	-4	1
> Cc1cc(C)cc(NC(=O)c2cc(S(=O)(=O)NCc3ccco3)ccc2F)c1
 : 1.5	-4	-1	13	14	9	-3	0
> COc1ccc(C2C(C(=O)NCc3ccco3)c3ccccc3C(=O)N2C)cc1 (centres undefined)
 : -0.3	1	-8	-1	-1	0	-6	3
> CCC(C)[C@H](NC(=O)OC(C)(C)C)C(=O)NCC1CCC(C(=O)N[C@@H](Cc2ccccc2)C(=O)O)CC1 (some centres undefined)
 : -0.3	-1	1	6	-1	4	-6	-2
> COc1ccc(CCNC(=O)CCC(=O)N2CCOc3ccc(Cl)cc32)cc1OC
 : -1.4	-2	3	20	10	-5	14	2
> Cc1ccccc1C(=O)N1CCC(C(=O)O)CC1
 : -2.1	0	5	-25	-2	-3	-1	3
> NC(=O)c1ccsc1NC(=O)COC(=O)c1cc(=O)[nH]c2ccccc12
 : 0.8	0	4	18	-5	-22	14	2
> C[C@H](CO)N1C[C@H](C)[C@@H](CN(C)S(=O)(=O)c2ccccc2)Oc2ccc(NC(=O)Cc3ccccc3)cc2C1=O
 : -2.4	4	-4	7	-7	4	-7	-1
> COC(=O)CNC(=O)c1cccs1
 : 1.3	2	-4	3	2	-2	3	2
> COCc1[nH]nc2c1C1(C(=O)N(C)c3ccccc31)C(C#N)=C(N)O2 (centres undefined)
 : 1.0	-8	-7	-10	3	-48	-6	-4
> O=C(c1ccncc1)N1CCCC(N2CCN(c3ccc(F)cc3)CC2)C1 (centres undefined)
 : -2.4	2	-10	2	-5	2	-9	-6
> CN(C)N=Nc1ccc(S(N)(=O)=O)cc1
 : -0.8	-1	0	-2	5	4	-2	3
> COc1cc(NS(=O)(=O)c2ccc(NC(=O)COc3ccccc3C)cc2)nc(OC)n1
 : -0.9	-1	-9	-11	-10	7	-7	-3
> O=C(c1ccc(C(F)(F)F)n(Cc2ccc(Cl)cc2)c1=O)N1CCOCC1
 : 0.8	-1	1	13	4	10	-7	-4
> O=C(Nc1ccc(F)cc1F)c1ccc(-n2cccn2)c([N+](=O)[O-])c1
 : 0.3	0	5	-5	-6	2	-2	0
> COc1ccccc1CNC(=O)C(C)NS(=O)(=O)c1ccc(C)cc1 (centres undefined)
 : 0.3	-6	-6	0	-7	0	-6	-10
> CCCCNc1nc2ccccc2nc1Cl
 : 0.4	-1	7	6	-5	-2	-1	4
> CCCOc1ccc(-c2nnn(CC(=O)Nc3cccc(C(=O)OC)c3)n2)cc1
 : 6.6	2	-8	5	4	-6	-8	0
> COC(=O)[C@H](Cc1c[nH]c2ccccc12)NC(=O)NCc1ccccc1
 : 0.0	1	3	2	6	26	0	2
> Clc1ccc(SCc2cc(-c3ccccc3)on2)cc1
 : 1.6	-32	-4	17	10	-11	-3	-3
> CS(=O)(=O)N(CC(=O)Nc1ccc(CC#N)cc1)c1ccc(C23CC4CC(CC(C4)C2)C3)cc1
 : 6.0	26*	0	4	1	-21	7	2
> Cn1nc(C(F)(F)F)c(C#N)c1N1CCN(c2ccccc2F)CC1
 : 3.4	1	-6	13	5	2	3	5
> COc1ccc(N2C(=O)C3CCCN3C2c2ccc(F)cc2)cc1Cl (centres undefined)
 : -1.5	0	-4	-10	3	6	0	3
> Cc1ccc(-c2nc(C(Cl)Cl)c3ccccc3n2)cc1
 : 3.2	4	10	19	10	-24	-9	-2
> C#CCN1C(=O)S/C(=C\c2ccc(-c3ccc(C(=O)O)cc3C)o2)C1=O
 : -0.2	-1	-1	6	-1	-67	/	/

(further entries)
Results follow in this order: MPTP inh	GRIN3A LBD mod	CXCR6 inh	CCR6 antag	EBI2 antag	Gli-Sufu antag	A3G deaminase	A3A deaminase
> COC(=O)CN1C(c2cccc(Cl)c2)=Nc2ccc(Cl)cc2C1c1ccccc1 (centres undefined)
 : -0.3	-1	29	29	13	15	/	/
> CCOC(=O)c1sc(SC)c2c1CCC/C2=N/OC
 : 1.5	2	-6	-9	-9	-3	4	1
> COC(=O)c1ccccc1NC(=O)c1ccc(COc2cc(C)cc(C)c2)o1
 : -5.9	1	1	6	13	-18	-4	-4
> COc1ccc(/C=N/NC(=O)c2cccc([N+](=O)[O-])c2)cc1OC(=O)c1ccccc1
 : 0.4	0	4	14	6	4	2	-2
> CCCCCCCC[n+]1cccc(C(=O)N(CC)CC)c1
 : 0.4	-3	0	6	-8	-1	-1	1
> CCOc1ccccc1C(=O)NCC(=O)OCC(=O)c1c(N)n(C)c(=O)n(C)c1=O
 : 0.7	0	4	-1	1	-2	-5	-1
> O=C(c1ccccc1)c1coc2c1C(=O)c1ccccc1C2=O
 : -2.9	0	-5	4	-6	-6	-4	-5
> COc1cccc(-c2n[nH]c(=S)n2Cc2ccco2)c1
 : -0.5	0	-2	14	-4	-4	35	-2
> CN(C)S(=O)(=O)c1ccc(Cl)c(NC(=O)COC(=O)CNC(=O)c2ccco2)c1
 : -1.2	0	1	-4	-6	-8	-4	-4
> O=C(Oc1ccccc1)N1CCCC1
 : 0.5	1	-2	2	-2	3	-5	-3
> CN1CCC=C(C(=O)N2c3ccccc3Sc3ccc(Cl)cc32)C1
 : 0.0	0	5	7	-10	1	-5	-6
> COc1ccc(CCNC(=O)CNS(=O)(=O)c2ccc(F)c(Cl)c2)cc1OC
 : 1.5	1	7	-11	-7	-4	0	-6
> Clc1ccc(C2CC(c3ccco3)n3ncnc3N2)cc1Cl (centres undefined)
 : -3.6	-3	12	7	11	7	4	3
> COc1cccc(NC(=O)CSc2nc3c(c(-c4ccco4)c2C#N)CCCC3)c1
 : 2.4	0	3	5	-4	2	-5	-1
> CCC(=O)OC1(C#CCOc2ccc(OC)cc2)CCN(C)CC1
 : 5.4	-1	2	-2	-3	-6	-2	-2
> Cc1ccc(C(=O)N/C(=C\c2cccs2)C(=O)NCCCn2ccnc2)cc1C
 : 2.4	-1	0	-9	3	3	6	0
> CC1(C)CC(NCCC(c2ccccc2)c2ccco2)CCO1 (centres undefined)
 : 1.0	1	9	11	-11	0	-8	2
> CC(=O)C1=C(O)C(=O)N(c2ccc(O)cc2)C1c1cccc([N+](=O)[O-])c1 (centres undefined)
 : 0.2	0	0	0	-7	2	-4	-5
> CCN(CC)CCn1c2c(c(SCC(=O)Nc3ccc4c(c3)OCCO4)nc1=O)CCCC2
 : -1.4	0	14	4	24	17	4	2
> CCOc1ccc2nc(NC(=O)c3cc([N+](=O)[O-])ccc3N3CCOCC3)sc2c1
 : 0.4	17*	1	-4	-8	33	-6	-2
> Cc1ccn(S(=O)(=O)c2ccc(C(C)(C)C)cc2)n1
 : 0.4	3	-3	-29	-3	-20	1	-2
> O=C(Cn1nc(C(=O)O)c2ccccc2c1=O)Nc1ccc2c(c1)OCO2
 : 1.8	-1	10	7	0	-4	-6	0
